F508del corr: F508del CFTR correction, initial screen, CFBE line, single point; CFBE cells, YFP halide quenching; stimulated with forskolin plus potentiator P3; % fluorescence drop versus neutral controls; activity (quench increase), % at 7.58 µM; AID 720511, 2013; 350,000 tested, 0.36% active;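 active = mean added fluorescence quench of at least 8% versus neutral control, with both replicates also reaching 8%; inconclusive = only one of the mean or replicate conditions met; inactive = mean below 8% and not both replicates reaching 8%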;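 note: cells transiently co-express mutant CFTR-F508del with the halide-sensitive YFP; corrector assay measuring rescue of mutant channel to the surface after 24 h compound exposure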
miR-122 sensor: miR-122 Renilla sensor signal increase in Huh7, primary screen, miR-122 inhibitor project, cell-based, single point, plate reader | Huh7 miR-122 Renilla luciferase sensor, 48 h; neutral wells = 0, positive control = 100 | activation (reporter increase), % at 12.5 µM | 340,000 tested, 0.3% active;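 active = mean replicate activation score at least 90 and every replicate individually at or above 90; inconclusive = only one of the two criteria met; inactive = neither criterion met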;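 note: higher luciferase means less miR-122 activity so hits act as miR-122 inhibitors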
DENV2 CPE: inhibitors of DENV2 cytopathic effect, primary screen, cell-based, plate reader, single concentration; DENV2-infected cells, cytopathic effect rescue; CPE inhibition, % at 9.99 µM; 350,000 tested, 1.7% active; AID 651640, 2012; in the data active = CPE inhibition above about 20%, passing the limit was not always enough; inconclusive = no clear call, values can overlap the other calls; tested in BHK-21 cells;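 note: 0% = median of neutral control wells and 100% = median of positive control wells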
PAX8 inh HTS: inhibitors of PAX8-driven TPO luciferase reporter, primary screen, RMG-I cells, single concentration; SteadyGlo, 24 h; inhibition, % at 12.6 µM; 360,000 tested, 1.2% active; AID 652154, 2013;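 active = mean replicate inhibition at least 60% with every replicate also reaching 60%; inconclusive = only one of the two criteria is met; inactive = mean below 60% and not all replicates reaching 60%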;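 note: luciferase light reporting Pax8 driven TPO promoter activity; plate controls were median of neutral control wells for no effect and mitoxantrone controls for full effect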
GSIS activator: GLuc luminescence reporter in INS-1E cells, primary screen for activators of glucose-dependent secretion of insulin; INS-1E GLuc reporter insulin secretion, 2-3 h; activation, % at 16.6 µM; 370,000 tested, 0.61% active; AID 743287, 2014;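 active = lowest replicate activation of at least 40%, so every replicate reaches that level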;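 note: 0% = median of neutral control wells and 100% = median of IBMX positive control wells; some compounds called inactive have numbers as strong as hits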
EWS-Fli block: EWS/Fli-driven NR0B1 reporter inhibitors, primary screen, A673 cells, NR0B1 luciferase, luminescence, MLPCN library; inhibition, % at 12.6 µM; 350,000 tested, 0.67% active; viability-normalised; AID 651661, 2012;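 active = mean inhibition of at least 50% after viability correction, with every replicate also passing that limit; inconclusive = mean reaches 50% but only one of two replicates passes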;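 note: firefly luciferase signal divided by Alamar Blue viability fluorescence both relative to DMSO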
FN deposition inh: inhibitors of fibronectin matrix deposition, primary screen, AH1F cells, Alexa488-fibronectin fluorescence, plate reader | AID 743247, 2014 | inhibition, % at 12.6 µM | 350,000 tested, 0.086% active | AH1F fibroblasts, overnight;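 active = mean inhibition across replicates of 30% or more, regardless of how many single replicates reach that level; inconclusive = mean under 30% yet at least half of replicates reach 30%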;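 note: positive control wells lacked labelled fibronectin entirely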
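material = AH1F fibroblast monolayer depositing Alexa488-labelled fibronectin into matrix | amount = 10000 AH1F cells/well | buffer or medium = DMEM plus 2% serum, read in PBS | incubation = 1 h cell adhesion before compound, then overnight fibronectin incubation | detection = fluorescence at 485 nm excitation, 525 nm emission | evaluation = percent inhibition as loss of matrix-bound fibronectin fluorescence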
An asterisk follows results filed as active; u = inconclusive; x = no result given; [ ] = remark or other dose.

structure	FN deposition inh	PAX8 inh HTS	F508del corr	GSIS activator	miR-122 sensor	EWS-Fli block	DENV2 CPE
COc1ccccc1Oc1ccc2c(c1)C(=O)N(CC1CCCO1)C2=O (stereo not given)	-1	-13	-0.8	x	5	-10	5
CCCCCSc1nnc(-c2cc(Br)ccc2N)c(=O)[nH]1	-4	-3	x	-6	4	x	x
CCn1cc(Br)c(C(=O)Nc2ccc(F)cc2F)n1	9	-11	-0.9	8	x	-34	9
C/C(=N\NC(=O)c1ccc(O)cc1)c1ccc2c(c1)OCCO2	-1	-25	-2.0	1	-2	-87	-1
CN1CCN(C(=O)[C@@H]2[C@@H](CO)[C@@H]3Cn4c(cccc4=O)[C@@H]3N2Cc2cc(F)ccc2F)CC1	-1	-7	-0.8	17	-1[16.7 µM]	-4	-5
Cc1ccc(N(Cc2ccccc2)C(=O)c2cccc(S(=O)(=O)N3CC(C)OC(C)C3)c2)cc1 (stereo not given)	-9	4	0.5	-24	18	12	-1
C[C@H]1CN([C@@H](C)CO)C(=O)c2cc(NC(=O)Nc3ccc(C(F)(F)F)cc3)ccc2O[C@H]1CN(C)S(=O)(=O)c1ccc(F)cc1	x	3	-0.7	6	-4[16.7 µM]	8	-1
CO[C@H]1CN(C)C(=O)c2ccc(NC(=O)Nc3ccc(Cl)cc3)cc2OC[C@@H](C)N(C)C[C@H]1C	-2	3	x	-2	1[16.7 µM]	12	-2
C[C@H]1CN([C@@H](C)CO)C(=O)c2cc(NS(C)(=O)=O)ccc2O[C@@H]1CN(C)C	-8	-4	0.2	10	5[16.7 µM]	18	0
CC(C)n1c(Oc2ccc(F)cc2)nc2c1c(=O)n(C)c(=O)n2C	1	9	1.1	-6	x	11	2

2 of the compounds above, with two lines to a compound.
The line under a structure holds: FN deposition inh	PAX8 inh HTS	F508del corr	GSIS activator	miR-122 sensor	EWS-Fli block	DENV2 CPE
> C[C@H]1CN([C@@H](C)CO)C(=O)c2cc(NS(C)(=O)=O)ccc2O[C@@H]1CN(C)C
    -8	-4	0.2	10	5[16.7 µM]	18	0
> CC(C)n1c(Oc2ccc(F)cc2)nc2c1c(=O)n(C)c(=O)n2C
    1	9	1.1	-6	x	11	2

(listing goes on)
structure	FN deposition inh	PAX8 inh HTS	F508del corr	GSIS activator	miR-122 sensor	EWS-Fli block	DENV2 CPE
O=c1oc2ccccc2cc1-c1nc2ccccc2o1	x	x	1.4	0	3	-44	2
CNC(=O)CSc1nc2cc(S(=O)(=O)Nc3ccc(OC)cc3)ccc2o1	0	8	-1.3	-1	x	-5	7
CCN1C(=O)[C@H]2[C@@H](c3ccc(C)cc3)N3C(=O)N(c4ccc(C(F)(F)F)cc4)C(=O)[C@@]3(Cc3ccccc3)[C@H]2C1=O	5	41	0.8	-8	1	6	-2
CN1CCN(C(=S)NC(=O)/C=C/c2cccs2)CC1	-1	-18	-2.4	x	x	-3	16
O=C(CCc1nnc(Cc2c[nH]c3ccccc23)o1)NC(C1CC1)C1CC1	-2	20	-0.9	-8	5	13	2
Cc1cc(C(=O)Nn2c(C)nc3ccccc3c2=O)ccc1[N+](=O)[O-]	4	2	1.1	-5	x	-2	14
COc1ccc(-n2nc3ccc(N)cc3n2)cc1	-11	-24	2.4	6	1	-12	3
COc1cc2c(cc1OC)C(CCc1ccccc1)=NCC2	14	11	-3.0	2	2	5	-8
CC(=O)N/C(=C\c1ccccc1)C(=O)OCC(=O)c1ccccc1	1	3	0.2	-10	-2	3	-1
CC(=O)Nc1ccc(NC(=O)c2ccccc2-n2cnnn2)cc1	9	x	-0.4	12	1	3	4
CC(=O)N1CCC(C(=O)NC2CCCc3c2cnn3-c2cc(F)cc(F)c2)CC1 (stereo not given)	-1	5	-1.7	-5	-4	8	-2
CCOC(=O)c1c(C)[nH]c(C(=O)COC(=O)c2c(CC)noc2C)c1C	0	-22	0.1	2	0	-6	-14
Cc1cc(=O)oc2cc(Nc3ccccc3)ccc12	x	-10	x	4	-11	x	x
O=C(NCC1CCCO1)c1cc(C(=O)C2CC2)c[nH]1 (stereo not given)	-1	-2	x	x	-7	x	x
NC(=O)CCC(NC(=O)OCc1ccccc1)C(=O)OCC(=O)c1ccccc1 (stereo not given)	4	-11	0.7	5	-6	-10	7
O=C(C1CCCC1)N1C[C@@H]2[C@H](c3ccccc31)[C@@H](CO)N2C(=O)c1cccnc1	x	1	2.3	22	-5[16.7 µM]	2	-9
COc1cccc(CNC(=O)CC(NC(=O)c2ccccc2)c2ccccc2)c1 (stereo not given)	2	-7	-1.0	16	x	4	0
O=C(COC(=O)c1ccccc1O)NCc1ccc2c(c1)OCO2	-1	-1	-5.6	4	15	1	-3
CN1CCN(CCCNC(=O)c2ccc3c(Cl)c4c(nc3c2)CCCC4)CC1	-1	1	1.3	10	1	x	6
COc1cc(/C=C/c2ccccc2)cc(OC)c1	-3	x	-2.1	-7	x	-89	10
CC(=O)c1ccc(S(=O)(=O)N2CCC(NC(=O)c3ccccc3)CC2)cc1	5	7	-2.0	-11	-5	0	-4
O=C(Cc1ccccn1)N1CC(=O)N2[C@H](C1)[C@H](c1ccc(-c3ccc(F)cc3)cc1)[C@@H]2CO	x	14	1.0	-13	x	2	-4
C[C@H]1CN([C@@H](C)CO)C(=O)c2cc(C#CCc3ccccc3)cnc2O[C@@H]1CN(C)CC1CCCC1	x	x	2.8	-6	-19[16.7 µM]	3	8
COc1ccccc1CNC(=O)CN1CCN(c2ccc(C(C)=O)cc2)CC1	-13	-20	1.8	10	2	1	0
CNC(=O)c1c(NC(=O)c2ccco2)sc(C)c1C	8	-16	-0.9	8	x	-21	6
COCCCNC(=O)[C@@]1(Cc2ccccc2N=[N+]=[N-])N=C(c2ccc(OCCCO)cc2)O[C@H]1c1ccccc1	x	19	0.2	x	x	2	-7
CO[C@@H]1CN(C)C(=O)c2cc(NC(=O)Nc3ccccc3)ccc2OC[C@@H](C)N(C(=O)Nc2c(C)noc2C)C[C@@H]1C	2	6	-0.3	-6	x	-4	2
Fc1cc(Br)ccc1Nc1nc2ccccc2n2nnnc12	-7	-48	-1.3	8	-3	-53	u
COc1ccc(/C=N/NC(=O)c2cccnc2)cc1COc1ccc([N+](=O)[O-])cc1	-1	32	7.4	-6	x	48	1
COc1ccc(S(=O)(=O)Nc2ccc3c(c2)C(=O)N([C@H](C)CO)C[C@H](C)[C@H](CN(C)Cc2ccc(C(=O)Nc4ccccc4N)cc2)OCCCC[C@@H](C)O3)cc1	x	20	-1.0	-3	x	-8	-10
CN(C)C(=O)[C@H]1[C@H](CO)[C@H]2Cn3c(ccc(-c4ccccc4)c3=O)[C@@H]1N2CCc1ccccc1	x	x	2.0	-2	9[16.7 µM]	0	-3
CCOC(=O)c1nnc(-c2ccccc2)[nH]c1=O	-13	13	0.0	16	1	2	-2
Nc1c([N+](=O)[O-])cnnc1-c1ccccc1	1	1	1.7	4	-9	8	6
C[C@@H]1CN([C@@H](C)CO)S(=O)(=O)c2ccc(C3=CCCCC3)cc2O[C@@H]1CN(C)C(=O)Nc1ccc2c(c1)OCO2	x	25	-2.6	-15	-46[16.7 µM]	11	-2
CC(C)(C)NC(=O)CN(CCc1ccccc1)C(=O)c1csnn1	6	10	0.6	x	x	-3	-2
CC1CCN(CC(O)COCCC23CC4CC(CC(C4)C2)C3)CC1 (stereo not given)	x	x	-1.8	-10	4	-16	x
COc1ccc(-c2nc3c(C)cc(Br)cn3c2CC(C)(C)C)cc1OC	-1	15	-1.4	13	-2	-5	-3
O=C(CCc1ccccc1)NCCc1ccc(F)cc1	0	7	-1.7	-2	x	-5	u
Cn1c(=O)cc(Cl)[nH]c1=O	3	-7	4.1	0	-2	-11	1
CCC(C)[C@@H](C(=O)N1CCNCC1)n1cc(CCCCN)nn1 (stereo not given in full)	-3	-4	-1.9	x	-6	-2	-9
O=S(=O)(Nc1nc(-c2ccco2)c(-c2ccco2)s1)c1ccc(F)cc1F	11	-15	2.3	-2	-6	-12	10
COC(=O)c1cc(S(=O)(=O)NCC2CCN(CCc3cccs3)CC2)c[nH]1	-8	-16	-2.1	14	-1	x	-4
COc1ccc(C(=O)N2CCN(c3ncnc4c(-c5ccccc5)nsc34)CC2)cc1	2	-19	x	x	-5	x	x
CCOC(=O)c1nnn2c1nc(N1CCN(C)CC1)c1ccccc12	7	13	-0.3	20	x	6	-2
CC(=O)c1ccc(S(=O)(=O)N2CCCC(N(C)CCc3ccccc3)C2)cc1 (stereo not given)	-3	-2	0.5	-9	5	4	18
O=C(O)c1ccccc1SCc1cn2ccccc2n1	-1	4	x	14	x	x	x
CCCCn1c(N)c(N(CCC(C)C)C(=O)C2CCN(C(=O)c3ccccc3C)CC2)c(=O)[nH]c1=O	-1	6	-2.1	-8	x	3	-5
Cc1cc(S(=O)(=O)NCCCN2CCOCC2)ccc1Br	-3	-14	1.4	8	x	0	0
COc1cccc(NC(=S)/C(=C(\[O-])c2ccc([N+](=O)[O-])cc2)[n+]2ccccc2)c1	-3	-2	1.1	-12	0	-10	-9
CC(C)C(=O)Nc1ccc(NC(=O)c2cccc(F)c2)cn1	-8	-95	x	x	-3	x	x

The list goes on.
structure	FN deposition inh	PAX8 inh HTS	F508del corr	GSIS activator	miR-122 sensor	EWS-Fli block	DENV2 CPE
COC(=O)c1ccc(N2C(c3cccc(OC)c3)=Cc3ccc(F)cc3C2c2c(C)[nH]c3ccccc23)cc1 (stereo not given)	x	9	0.4	-13	x	-4	-13
Cc1cc(C)c(CN2CCN(Cc3ccc(C)o3)C(CCO)C2)c(-n2cccn2)c1 (stereo not given)	x	5	-1.2	-13	x	-2	10
NC(=O)c1nc[nH]c1C(=O)Nc1cccc(NC(=O)c2cccc(C(F)(F)F)c2)c1	-3	26	3.0	9	-7	0	10
CC(C)[C@H](NS(=O)(=O)c1ccccc1)C(=O)OCC(=O)NC(=O)NC1CCCCC1	-5	12	0.7	-32	-1	-3	-6
CCCN(C)C[C@@H]1Oc2cc(C#Cc3ccc(OC)cc3)ccc2S(=O)(=O)N([C@@H](C)CO)C[C@@H]1C	x	x	0.3	1	-5[16.7 µM]	15	-26
O=C(NCCc1ccc(C(F)(F)F)cc1)C1CC(=O)N(Cc2ccccc2)C1 (stereo not given)	2	-2	-0.7	-10	x	-4	0
COc1ccc(NC(=O)CCCn2c(=O)c3sccc3n(Cc3ccccc3)c2=O)cc1	8	16	x	-6	x	6	2
O=C(/C=C/c1c(Cl)cccc1Cl)n1cccn1	-3	1	x	x	-5	x	x
CCN(CC)C(=O)C1CC(=O)OC1(C)C (stereo not given)	x	x	-1.5	16	x	-2	1
Cn1c(=O)c(=O)n(C)c2cc(S(=O)(=O)NCCOc3ccccc3)ccc21	-4	15	-2.5	-6	-3	-2	3
O=S(=O)(c1ccccc1)C1CC1(c1ccccc1)c1ccccc1 (stereo not given)	x	2	2.4	-28	x	-4	-4
COc1ccc(-c2ccc3c(c2)O[C@H](CN(C)CC2CC2)[C@H](C)CN([C@H](C)CO)S3(=O)=O)cc1	-11	x	-1.6	6	15[16.7 µM]	-10	x
Cc1ccc(S(=O)(=O)Nc2cccc3c2O[C@H](CN(C)Cc2ccc(C(=O)Nc4ccccc4N)cc2)[C@@H](C)CN([C@@H](C)CO)C3=O)cc1	x	-10	-0.7	10	x	10	4

Assay outcomes from PubChem BioAssay.
